Bioassay records from PubChem BioAssay.
Peg3 prom inh – inhibitors of Peg3 promoter | 360,000 tested, 1.7% active | HeLa PEG-Prom luciferase reporter, luminescence, overnight | inhibition, % at 20 µM;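 active = inhibition of at least 50% at 20 µM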
KKLEB tox – CF airway cell cytotoxicity counter-screen. KKLEB CF airway cells viability, ATPlite luminescence, overnight; stronger effect = lower value; cells stimulated with P. aeruginosa culture filtrate. activity change (cytotoxicity), % at 5 µM. 360,000 tested, 0.36% active;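 active = corrected activity change at or below -50% at 5 µM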
HIF-2a inh – inhibitors of HIF-2a. 786-0 RCC cells HIF-2a reporter, luciferase luminescence, overnight. 360,000 tested, 0.72% active. inhibition, % at 18.8 µM. AID 624352;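 active = inhibition of the luminescence signal of 40% or more relative to plate controls, in a single-dose primary screen at 18.75 µM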
NR2E3 ag-1 – human photoreceptor-specific nuclear receptor agonism; Q9Y5X4; CHO-S Gal4-NCOR/VP16-NR2E3 two-hybrid, luciferase; inhibition of corepressor binding, % at 3.98 µM; 360,000 tested, 0.35% active; AID 602229;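 active = inhibition above the mean of all tested compounds plus 3 SD, cut at about 70% in these data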;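 also: 0% = DMSO with NR2E3 transfected cells and 100% = cells lacking NR2E3 construct; higher means lower luciferase signal from less NR2E3 corepressor binding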
Target sequence (Q9Y5X4 whole entry, looked up, the tested form may be a part): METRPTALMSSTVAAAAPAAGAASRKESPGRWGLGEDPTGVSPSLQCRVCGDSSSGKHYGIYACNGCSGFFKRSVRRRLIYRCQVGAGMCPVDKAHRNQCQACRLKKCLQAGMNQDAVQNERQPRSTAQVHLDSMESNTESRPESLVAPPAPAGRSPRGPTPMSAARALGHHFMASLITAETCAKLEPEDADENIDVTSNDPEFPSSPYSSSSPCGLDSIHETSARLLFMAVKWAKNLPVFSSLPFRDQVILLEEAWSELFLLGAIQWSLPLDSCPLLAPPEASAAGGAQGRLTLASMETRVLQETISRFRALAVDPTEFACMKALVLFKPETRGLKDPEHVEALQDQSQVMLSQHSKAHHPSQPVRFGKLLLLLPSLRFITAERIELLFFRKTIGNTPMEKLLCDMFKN
NR2E3 ag-2 – NR2E3 (human) agonism | Q9Y5X4 | GST-NR2E3/biotin-RetCOR TR-FRET, 1536-well | inhibition of corepressor binding, % at 4.78 µM | 320,000 tested, 0.12% active | AID 2300;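 active = percent inhibition above the cutoff of mean plus 3 SD of all tested compounds, set per screening campaign, cut at about 20% in these data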;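 also: 0% = DMSO wells and 100% = biotin wells as full block of FRET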
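System: GST-tagged NR2E3 plus biotinylated RetCOR corepressor; Buffer or medium: pH 7.5 Tris-based buffer; Probe or stimulus: RetCOR corepressor, biotinylated, 7 nM; Doses: compound at 4.8 µM, single dose; Schedule: 5 h incubation at 4 °C; Technique: time-resolved FRET; Evaluation: percent inhibition of TR-FRET ratio; Replication: one well per compound, singlicate testing.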
TROY NFkB inh – blocks TROY-dependent signaling in reporter cells. inhibition, % at 10 µM. AID 1347056. Q293 LMP1-TROYcd NF-kB luciferase reporter, 4 h. 360,000 tested, 0.98% active;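 active = compounds whose plate-normalised and pattern-corrected inhibition of the luciferase reporter signal at the single screening dose is 50% or more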
Shn3 3UTR inh – Schnurri-3 reporter inhibition in Clone20 osteoblasts; Clone20 osteoblast Shn3 3'UTR firefly luciferase, 24 h; inhibition, % at 12.5 µM; 360,000 tested, 0.52% active;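 active = mean inhibition of at least 75% with every replicate also reaching 75%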;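 also: 0% = median of neutral control wells and 100% = pilot-screen positive control compound; some compounds past the cut are filed as inactive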
TRPM1 prom inh – inhibitors of MITF-driven TRPM1 promoter in melanoma cells; SK-MEL-5 TRPM1 promoter luciferase, 24 h; 330,000 tested, 0.83% active; inhibition, % at 12.5 µM;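 active = mean inhibition across replicates of 60% or more, whatever share of single replicates reaches that level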; also: values of inactives mirror those of a sister screen read the other way
TWEAK Fn14 block – blocks TWEAK-Fn14 interaction in a reporter cell assay. TWEAK-stimulated Fn14 reporter cells, luciferase luminescence, 8 h. inhibition, % at 10 µM. 360,000 tested, 2% active. AID 1159606; in the data active = inhibition above about 50%
CF NFkB inh – blocks PAF-induced NF-kB reporter in cystic fibrosis cells; KKLEB NF-kB-GFP reporter, GFP fluorescence overnight; inhibition, % at 5 µM; 360,000 tested, 0.86% active; AID 588850;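 active = at least 50% inhibition at 5 µM, scaled per plate between neutral and stimulator controls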;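 also: PAF is a Pseudomonas aeruginosa culture filtrate used as stimulus; plate controls were PAF-stimulated DMSO wells for no effect and unstimulated DMSO wells for full effect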
C8 TRAIL sens – caspase-8 TRAIL sensitization; NB7+C8 cells + TRAIL, ATPlite viability luminescence; inhibition (viability loss, TRAIL sensitization), % at 10 µM; 360,000 tested, 1% active; AID 624354;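 active = compounds causing at least 50% loss of cell viability in the single-dose screen, relative to plate controls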
The depositor's hits bear a star; nt = no result given. Not all compounds are listed; the hit share may differ from the screen's.

SMILES	Peg3 prom inh	KKLEB tox	HIF-2a inh	NR2E3 ag-1	NR2E3 ag-2	TROY NFkB inh	Shn3 3UTR inh	TRPM1 prom inh	TWEAK Fn14 block	CF NFkB inh	C8 TRAIL sens
O=C(Nc1cccc(-c2cccc(F)c2)c1)C1CCN(Cc2ccco2)CC1	28	15	0	-20	nt	7	0	15	-5	-20	8
Cc1ccc(NC(=S)N2CCN(c3ncccn3)CC2)cc1C	-28	-10	-33	-21	1	16	-2	-5	20	-13	-12
O=C(CN1C(=O)NC2(CCCC2)C1=O)Nc1ccccc1C(F)(F)F	7	-4	-1	-13	9	3	1	-3	10	8	-1
CCOCCCNCc1ccc(OCC(=O)N2CCOCC2)c(OC)c1	14	-4	20	-20	4	-9	-7	-12	-5	-4	0
COc1ccc(CN2C[C@H](C)[C@@H](CC(=O)NCc3ccccc3)C2=O)cc1	6	3	20	-14	1	-2	13	12	-16	-1	-7
CC1CCCC(NC(=O)CSc2nnc(N)s2)C1C (stereo not drawn)	7	1	11	11	-1	-10	-16	13	4	-8	-3
O=C1CCC(=O)N1OCCOc1ccccc1	-1	-3	10	10	2	2	-8	9	-8	15	-8
COc1ccccc1-c1oc2ccccc2c1C#CCCO	17	1	17	-16	2	11	-11	2	9	10	-16
COc1ccc2nc(N(CCN(C)C)C(=O)c3ccc4c(c3)OCCO4)sc2c1	-14	8	-25	-14	2	-37	-1	-1	-4	-10	4
CN1CCN(Cc2cc(Cl)c3cccnc3c2OC(=O)c2cccs2)CC1	9	5	11	-33	-1	-2	14	30	-3	-5	7
CC(=O)c1ccc(NC(=O)Cn2cnc(S(=O)(=O)N3CCOCC3)c2)cc1	-2	18	0	15	1	-12	4	11	9	-5	-19
O=C(Nc1ccc(F)cc1)N(Cc1nnc2n1CCCCC2)c1ccccc1	3	8	7	8	0	10	1	-11	7	-10	-10
COc1ccc(C2c3cc4c(cc3OC(NNC(N)=O)C2C)OCO4)cc1 (stereo not drawn)	5	-7	-1	16	nt	17	3	0	19	2	10
CC1CCCCC1NC(=O)CSc1nnc(N)s1 (stereo not drawn)	-14	8	12	8	-2	-8	-4	-14	-5	-2	-1
CC(C)(C)c1ccc(/C=N/Nc2ccc(C(=O)O)cc2)cc1	80*	-2	74*	50	0	59*	50	89*	93*	18	17
COc1ccc(NS(=O)(=O)c2ccc(C)c(NC(=O)CN3C(=O)NC4(CCCC4)C3=O)c2)cc1	-24	-1	-22	-52	-8	-4	-7	3	4	1	-7
O=C(CCN1C(=O)COc2ccccc21)N1CCCCC1	-4	6	-3	7	-1	0	14	6	10	3	-11
COc1cc([N+](=O)[O-])ccc1NC(=O)CC1SC(=Nc2ccc(F)cc2)N(CCC2=CCCCC2)C1=O (stereo not drawn)	-12	7	-10	-29	-2	-1	81	37	60*	-7	23
Cc1[nH]nc(Nc2ccc(C(C)C)cc2)c1[N+](=O)[O-]	-263	9	-333	-76	0	-31	-74	-113	-2	4	22
CC1(C)CC(=O)C(C(=S)Nc2ccccc2)=C(NC2CC(C)(C)NC(C)(C)C2)C1	-13	-12	2	15	-5	0	21	-6	0	12	-7
CCOc1ccc(S(=O)(=O)N(CC(=O)NN=C2CCN(C)CC2)c2ccc(C)cc2)cc1	-4	-2	13	-22	nt	3	-10	4	5	-16	-5
O=C(COc1ccc(S(=O)(=O)N2CCOCC2)cc1)NC1CC1	-2	6	7	-5	0	2	10	3	-11	5	5
O=C(NCC1CCCO1)C1CCCN(c2ncccn2)C1 (stereo not drawn)	15	-3	-9	-23	3	-2	-13	11	5	-7	-4
COc1cccc(CN2CCN(C3CCN(c4ccccc4C)CC3)CC2CCO)c1 (stereo not drawn)	1	4	21	-16	3	5	14	-9	27	-3	8
CC(=O)Nc1ccc(C2Nc3ccccc3C(=O)N2C2CCCCC2)cc1 (stereo not drawn)	-27	6	-54	-14	1	-25	2	-20	-14	-13	11
O=C(c1ccco1)n1c(=S)nc2ccccn21	-246	7	-210	-109	0	-14	-152	-30	-12	-8	36
Cc1cccc(C)c1NC(=O)CN(C)C(=O)CCc1nc2sc3c(c2c(=O)[nH]1)CCCC3	8	-16	12	-4	2	8	5	4	-14	4	-12
O=[N+]([O-])c1ccc(NCCNc2ccc(Cl)nn2)cc1	-2	1	1	1	2	7	6	-3	8	-36	18
C[N+](C)(C)c1ccc(/C=N/Nc2nc(Cl)c(C#N)c(Cl)c2Cl)cc1	-13	-3	-5	17	-3	17	-6	9	20	4	-8
Cc1ccc(C(=O)CN2C(=O)c3ccccc3S2(=O)=O)cc1	81*	3	87*	37	1	83*	55	69*	99*	-8	29
COc1ccc(Br)c(C(=O)NCC2CCCCC2)c1	-10	4	-14	-40	3	6	10	-9	-23	-1	-1
O=C(O)C(c1ccccc1)N1C(=O)/C(=C/c2cccs2)SC1=S (stereo not drawn)	6	1	12	-15	1	3	-41	5	-8	5	4
COc1ccccc1NC(=O)Nc1cccc(NC(C)=O)c1	0	-2	9	1	2	-6	-34	-6	-4	12	12
O=C(NC(=S)Nc1ccc(O)cc1)C1CCCC1	-88	17	-112	-15	0	-21	-39	-25	0	-3	16
O=C(NC1CCSc2ccccc21)c1ccc([N+](=O)[O-])cc1 (stereo not drawn)	-7	9	-11	-7	2	8	5	-6	-1	-16	-8
N#Cc1ccccc1NC(=O)COc1c(Br)cc(Br)c2cccnc12	31	-2	19	14	9	4	25	17	1	9	0
COc1ccc(C(=O)NCC[N+](C)(C)C)cc1	nt	nt	3	11	nt	7	nt	nt	8	nt	-3
COCC(C)NCc1cccc2ccccc12 (stereo not drawn)	11	0	9	-12	2	-14	6	-7	-2	6	6
Cn1c(=O)n(C)c2cc(NC(=O)c3ccccc3[N+](=O)[O-])c(Br)cc21	6	4	12	24	6	-16	-12	-1	12	-18	2
Fc1cccc(CCN2CCNC[C@@H]2c2ccccc2)c1	-14	-10	1	8	2	-10	-16	-12	5	-2	-4
Cc1ccc2c(c1)nnn2C1CCN(S(=O)(=O)c2ccc(C(=O)N(C)C3CCCCC3)cc2)CC1	23	-12	28	11	-2	9	60	16	35	-1	29
Cc1ccc(C(=O)NCC(=O)OCc2c(F)cccc2Cl)cc1	-19	1	-39	-40	-4	-48	-88	-48	-21	0	3
COc1ccc(-c2c(C(C)=O)c(C)nc3sc4c(c23)NC(c2ccccc2)NC4=O)cc1 (stereo not drawn)	-5	-21	3	-2	-2	4	6	4	-30	38	-15
COc1ccc(NC(=O)CN2CCCC2c2cccs2)cc1S(=O)(=O)N1CCCCC1 (stereo not drawn)	12	-46	20	10	6	16	23	17	33	6	21
CCN(Cc1ccncc1)C(=O)CC1C(=O)NCCN1Cc1ccc(F)c(F)c1 (stereo not drawn)	9	1	15	4	2	6	1	-3	18	18	-14
CCOc1ccc(CN(C)C(=O)CNC(=O)C2CCCCC2)cc1OC	18	-1	6	-6	0	6	8	2	10	-2	-30
CCCCCCC(=O)Nc1nc(C)c(-c2csc(Nc3ccccc3OC)n2)s1	-3	3	-2	25	0	-15	-17	3	-6	10	1
COc1cc(S(=O)(=O)Nc2ccc(C)cc2)ccc1N=Cc1c(C)[nH]n(-c2ccccc2)c1=O	7	5	1	-17	-3	20	2	-8	48	0	7
O=C(c1cc(=O)c2ccccc2o1)N1CCN(c2ccccc2F)CC1	-27	5	-38	-43	1	-29	5	-4	5	12	-12
COc1cc2c(cc1NC(=O)c1ccncc1)oc1ccccc12	-170	1	-153	-84	2	-43	-31	-4	-20	-8	5

Just TWEAK Fn14 block, for 2 of the compounds above:
Structure,TWEAK Fn14 block
CCOc1ccc(S(=O)(=O)N(CC(=O)NN=C2CCN(C)CC2)c2ccc(C)cc2)cc1,5
O=C(COc1ccc(S(=O)(=O)N2CCOCC2)cc1)NC1CC1,-11

(listing goes on)
SMILES	Peg3 prom inh	KKLEB tox	HIF-2a inh	NR2E3 ag-1	NR2E3 ag-2	TROY NFkB inh	Shn3 3UTR inh	TRPM1 prom inh	TWEAK Fn14 block	CF NFkB inh	C8 TRAIL sens
CN(Cc1ccc(Cl)cc1Cl)C(=O)C1CC(=O)N(Cc2ccco2)C1 (stereo not drawn)	3	3	11	-44	nt	-17	-19	nt	5	-5	-7
CCOC(=O)C1=C(c2ccccc2)Nc2ncnn2C1c1ccccn1 (stereo not drawn)	13	-28	14	-19	3	11	6	7	-11	-5	-3
COc1cccc(NC(=S)N2CCC(c3ccc(C)cc3)C2)c1 (stereo not drawn)	-215	-29	-158	-111	2	-33	-29	-40	-22	8	13
COC(=O)[C@@]1(Cc2ccc(OC)cc2)[C@H]2c3cc(C(=O)N4CCCC4)n(Cc4cc(C)n(C)n4)c3C[C@H]2CN1C(=O)c1ccccc1	nt	nt	-4	-15	nt	2	nt	nt	-1	nt	1
COc1ccc(/C=N\NC(=O)c2ccccc2Cl)cc1COc1c(F)c(F)c(F)c(F)c1F	28	-11	-7	-9	-2	-2	-11	6	17	-10	12
Cc1ccc(OCC(=O)N(C)CC(=O)Nc2ccc(F)c(F)c2F)cc1	-6	-7	-30	13	2	12	1	-2	-11	14	-19
O=C(CC12CC3CC(CC(C3)C1)C2)N/N=C/c1ccc([N+](=O)[O-])o1	22	-8	-14	-18	-1	13	8	58	-5	10	20
Cc1nc(NCCc2ccccc2)c2nnn(Cc3ccccc3)c2n1	13	8	1	-12	-2	-3	9	1	4	6	-5
COc1ccc(Cl)cc1NC(=O)C/C(C)=N/NC(=O)C(=O)NCc1ccccc1	18	-4	7	14	4	-11	-14	8	-15	-8	-4
O=[N+]([O-])c1cccc(-c2nc(-c3ccccc3)c(-c3cccs3)[nH]2)c1	14	-15	18	-13	2	10	15	3	12	14	2
CC(NC(=O)CCC(=O)NC(C)c1ccccc1)c1ccccc1 (stereo not drawn)	18	-6	10	10	0	4	3	6	-14	9	-16
O=C(c1ccc2c(=O)n(CCc3ccccc3)c(=O)[nH]c2c1)N1CCN(c2ccccc2)CC1	-3	8	-16	-20	-3	35	22	-9	38	-8	5
COc1ccc(CCN(Cc2nc(-c3ccccc3)no2)Cc2nc(-c3ccccc3)no2)cc1OC	16	-24	20	-2	-1	8	17	10	0	-4	-4
O=C(NCc1ccccn1)c1ccc(OC2CCN(Cc3ccccc3)CC2)cc1	15	0	5	-2	2	-26	12	9	-5	8	-9
COc1ccc(S(=O)(=O)N(CC(=O)O)c2ccccn2)cc1	5	-5	1	-4	2	4	-82	-3	4	10	-21
COc1ccc(Cl)cc1NC(=O)/C=C\C(=O)O	11	4	14	-27	-3	4	-20	-4	-10	18	2
Cc1c(C#N)c(N=CN(C)C)c(C(=O)c2ccccc2)n1-c1ccc(Br)cc1	5	9	19	20	-16	9	6	4	0	20	23
